# ERG-DNA inh – inhibitors of human ERG Ets domain-DNA interaction; fluorescence polarization, His-ERG Ets domain / labelled DNA; P11308; Potency, µM (series often up to 76.9 µM), for the others: at the top dose FP activity, negative = inhibition, hits mostly inhibitors; 370,000 tested, 0.028% active; active means well fitted inhibition curve with a large enough effect in the polarisation, with a control signal flat; inconclusive means small, poorly fitted or top-dose-only effect, or effect the other way, or a change in a side signal; inactive means no such curve, though single readings can be large or run the other way; the % refers to the polarisation;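 further: polarization taken with two DNA probes labelled with fluorescein and Texas red; potency means the concentration at half of the fitted maximal effect; % of control where 0% means no effect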
#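 His-tagged ERG Ets domain (1 uM in the protein solution; 300mM KCl, 50mM Tris-HCl, 1mM EDTA, 1mM DTT, pH 7.5) received compound, then a probe mix of 5 nM fluorescein-DNA and 100nM Texas-615-DNA. Fluorescence polarization was read for both dyes.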
# Apoferritin bind – candidate novel general anesthetic via apoferritin binding; Potency, µM (series often up to 77.5 µM), without a hit: at the top dose activity change, negative = displacement, actives largely listed as inhibitors; AID 485281; P02791; 350,000 tested, 0.074% active; apoferritin/1-aminoanthracene competitive binding, fluorescence; further: potency means the concentration at half of the fitted maximal effect; on the % scale 0 is the no-effect control and ±100 the full control effect; nearly all actives have a fitted effect of over 20% in size
#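 Horse-spleen apoferritin (10 uM) was mixed with 50% saturated 1-aminoanthracene in PBS, exposed to compounds for 10 min at room temperature, and read for fluorescence (ex 380 nm, em 535 nm). Competitive displacement was fitted with a four-parameter Hill equation.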
# APEX1 inh – inhibitors of human APE1 endonuclease. P27695. recombinant APE1, TAMRA/BHQ-2 abasic DNA cleavage fluorescence. AID 2517. Potency, µM (highest dose often 65.8 µM), for the others: at the top dose activity change, negative = inhibition, actives largely listed as inhibitors. 350,000 tested, 0.35% active;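 further: potency means the concentration at half of the fitted maximal effect; plate controls were vehicle for no effect and reference inhibitor for full effect; nearly all actives have a fitted effect of over 55% in size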
#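 Step 1: APE1 (0.75 nM) with compound, 15 min RT. Step 2: add 50 nM fluorophore/quencher THF duplex. Step 3: three fluorescence reads 60 s apart (525/598 nm); read 3 minus read 1 = reaction progress.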
# POLB inh – inhibitors of human DNA polymerase beta. P06746. Pol beta primer extension/strand displacement, fluorescence kinetic. Potency, µM (titrated, usually from 114 µM), for the others: at the highest dose activity change, negative = inhibition, usual class: inhibitors. 340,000 tested, 1.3% active. AID 485314; further: potency means the concentration at half of the fitted maximal effect; on the % scale 0 is the no-effect control and ±100 the full control effect
#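 Enzyme-only controls used 10 nM Pol beta; buffer lacking enzyme served as negative control. Compound preincubated 15 min, then 50 nM substrate added; 0 and 10 min reads at room temperature.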
# ALOX12 inh – blocks human arachidonate 12S-lipoxygenase; AID 1671190; Potency, µM (series often up to 108 µM), for inactives: at the highest dose activity change, negative = inhibition, hits mostly inhibitors; 580,000 tested, 1.1% active; purified 12hLO, xylenol orange hydroperoxide absorbance; further: potency means the concentration at half of the fitted maximal effect; on the % scale 0 is the no-effect control and ±100 the full control effect
#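 Purified human 12hLO at 150 nM in 25 mM Hepes, 0.01% Triton X-100, pH 7.0, preincubated 15 min at room temperature with compound. Reaction started with 40 uM arachidonic acid, 30 min at room temperature. Hydroperoxide measured by Fe-xylenol orange, 573/405 nm absorbance ratio.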
# Pol kappa inh – inhibitors of human DNA polymerase kappa; 400,000 tested, 0.53% active; Potency, µM (titrated, usually from 107 µM), for inactives: at the highest dose activity, negative = inhibition, most hits filed as inhibitors; purified Pol kappa, fluorescent DNA synthesis assay, 10 min; further: potency means the concentration at half of the fitted maximal effect; on the % scale 0 is the no-effect control and ±100 the full control effect
#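 Fluorescent qHTS in 1536-well format: enzyme (10 nM) and compound sat 15 min at room temperature before 50 nM substrate (final) was added. Signal taken at 0 and 10 min; no-enzyme buffer wells were negative controls.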
# BLM inh – inhibitors of human Bloom syndrome helicase BLM; AID 2528; recombinant BLM DNA unwinding, fluorescence dequenching; P54132; Potency, µM (highest dose often 56.1 µM), without a hit: at the highest dose activity change, negative = inhibition, actives largely listed as inhibitors; 350,000 tested, 0.2% active;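 further: potency means the concentration at half of the fitted maximal effect; plate controls were vehicle for no effect and no enzyme for full effect; nearly all actives have a fitted effect of over 35% in size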
# Target sequence (P54132 whole entry, looked up): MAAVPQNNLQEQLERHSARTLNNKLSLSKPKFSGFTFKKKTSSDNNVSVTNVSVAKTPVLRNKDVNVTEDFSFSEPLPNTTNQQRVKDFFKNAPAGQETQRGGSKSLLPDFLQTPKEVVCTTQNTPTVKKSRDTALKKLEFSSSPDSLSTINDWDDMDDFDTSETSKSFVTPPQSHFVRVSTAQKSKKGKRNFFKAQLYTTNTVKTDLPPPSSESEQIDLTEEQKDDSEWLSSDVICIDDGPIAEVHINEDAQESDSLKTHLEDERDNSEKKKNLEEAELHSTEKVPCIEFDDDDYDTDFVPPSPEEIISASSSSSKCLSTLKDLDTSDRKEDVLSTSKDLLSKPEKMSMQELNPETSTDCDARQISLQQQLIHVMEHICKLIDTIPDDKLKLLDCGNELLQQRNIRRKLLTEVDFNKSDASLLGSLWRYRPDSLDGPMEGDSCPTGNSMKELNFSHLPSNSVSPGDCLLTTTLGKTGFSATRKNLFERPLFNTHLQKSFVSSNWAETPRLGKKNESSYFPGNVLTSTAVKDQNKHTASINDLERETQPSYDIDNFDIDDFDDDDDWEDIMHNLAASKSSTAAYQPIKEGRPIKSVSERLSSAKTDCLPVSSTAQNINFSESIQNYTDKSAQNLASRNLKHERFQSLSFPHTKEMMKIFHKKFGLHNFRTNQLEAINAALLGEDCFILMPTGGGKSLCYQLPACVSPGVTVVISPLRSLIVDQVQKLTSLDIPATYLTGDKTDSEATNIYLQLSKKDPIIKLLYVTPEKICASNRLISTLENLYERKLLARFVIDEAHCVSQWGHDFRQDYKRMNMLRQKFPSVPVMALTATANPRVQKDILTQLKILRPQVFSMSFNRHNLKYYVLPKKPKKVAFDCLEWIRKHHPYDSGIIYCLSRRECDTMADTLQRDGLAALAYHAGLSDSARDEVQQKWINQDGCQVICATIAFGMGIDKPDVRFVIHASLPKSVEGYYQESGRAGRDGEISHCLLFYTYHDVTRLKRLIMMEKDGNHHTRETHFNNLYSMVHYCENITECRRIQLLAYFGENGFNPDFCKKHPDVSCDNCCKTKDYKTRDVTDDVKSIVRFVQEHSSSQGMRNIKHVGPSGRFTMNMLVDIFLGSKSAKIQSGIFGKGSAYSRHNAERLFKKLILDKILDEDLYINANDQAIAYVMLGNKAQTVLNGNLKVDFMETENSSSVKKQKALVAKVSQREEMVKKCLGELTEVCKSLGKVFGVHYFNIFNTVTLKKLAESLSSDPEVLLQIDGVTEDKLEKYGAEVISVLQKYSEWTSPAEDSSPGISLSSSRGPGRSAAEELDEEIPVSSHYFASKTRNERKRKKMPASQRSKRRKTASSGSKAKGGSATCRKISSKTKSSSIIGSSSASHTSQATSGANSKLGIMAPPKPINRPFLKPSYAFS
# TRHR ag – agonists of human TRH receptor. activation, % at 2 µM. P34981. AID 493084. 360,000 tested, 0.18% active. TRHR cells, calcium flux fluo-8, FDSS agonist mode; in the data active means activation above about 30%; further: 0% is about no effect
#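 In this calcium-flux screen, cells bearing human TRHR are dye-loaded with fluo-8, baselined for 10 cycles, then exposed to library compounds; positive kinetic calcium responses during the agonist phase mark hits, with TRH as control.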
# Pol iota inh – blocks human DNA polymerase iota activity | Q9UNA4 | Pol iota fluorescent replication assay, 10 min | Potency, µM (series often up to 115 µM), for the others: at the top dose activity, negative = inhibition, hits mostly inhibitors | 390,000 tested, 1% active; further: potency means the concentration at half of the fitted maximal effect
#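 Pol iota at 10 nM preincubated 15 min with compounds at room temperature; reaction started with fluorescent substrate, 50 nM final. Fluorescence read kinetically at 0 and 10 min; buffer-only wells as negative control.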
# An asterisk follows results filed as active; ? = inconclusive; / = not tested or not shown; & = joins results of further samples; [ ] = another dose, or the depositor's remark. Unless noted, the call rests on the fitted dose curve; in most records, active means well fitted curve in the direction sought with a large enough effect; inconclusive means small, poorly fitted or top-dose-only effect, or another doubt; inactive means no such curve, though single readings can be large; an effect the other way counts as inactive or inconclusive. Not all compounds are listed, so the mix of outcomes need not match the whole.
SMILES,ERG-DNA inh,Apoferritin bind,APEX1 inh,POLB inh,ALOX12 inh,Pol kappa inh,BLM inh,TRHR ag,Pol iota inh
O=C(NCc1ccco1)C1CCCN(S(=O)(=O)c2cccc3nsnc23)C1 (stereo not given),-1%,-1%,-1%,-1%,?,-1%,-1%,0.7,21%
CCCCCCCCn1ccc(=N)cc1,1%,0%,1%,7%,?,-7%,3%,-0.3,130%[activator]
CC(=O)Oc1ccccc1/C=C/c1nc2ccccc2c(=O)o1,-17%,-8%,-2%,-28%,?,-3%,-5%,-0.4,10%
Cn1c(-c2csc(-c3ccccc3)n2)n[nH]c1=S,2%,-2%,9%,-1%,32µM*,-11%,-14%,-2.1,38%[activator]
COC(=O)Nc1nnc(CC(=O)Nc2ccccc2C)s1,-13%,-3%,-2%,3%,2%,4%,4%,0.5,16%
O=C1c2ccccc2S(=O)(=O)c2cc(C(=O)N3CCN(C(=O)c4ccccc4)CC3)ccc21,-1%,/,/,/,-13%,-4%,/,/,14%
COc1ccccc1NC(=O)c1ccc(S(=O)(=O)N2CCC(C)CC2)cc1,2%,-3%,-20%,-3%,-2%,-10%,-5%,-0.8,80%[activator]
COc1ccc(C(=O)COC(=O)Cn2nnc3ccccc32)cc1Br,8%,2%,2%,-19%,-17%,-3%,3%,1.1,-7%
COC(=O)c1c(-c2ccc(C(C)(C)C)cc2)csc1NC(=O)C1C2CCC(O2)C1C(=O)O (stereo not given),8%,-3%,-4%,?,?,-2%,1%,-1.3,13%
Cc1nnc(N2CCOCC2)c2nn(-c3cccc(Cl)c3)c(C)c12,5%,4%,-1%,0%,-10%,-4%,2%,6.4,7%
CCOC(=O)N1CCN(c2c(F)cc3[nH]c(=S)[nH]c3c2Br)CC1,-2%,-5%,-5%,6%,?,-12%,-5%,-1.0,4%
COc1cccc(C2c3[nH]c4ccccc4c3C[C@H]3C(=O)N(c4ccccc4C(=O)N4CCC(C(=O)O)CC4)C(=O)N23)c1 (stereo not given in full),-1%,-8%,-31%,-5%,?,2%,0%,-0.8,5%
CCOCCc1nnc(NC(=O)C(=O)c2cc(C)n(-c3ccc(C)c(C)c3)c2C)s1,-5%,?,/,-10%,-13%,6%,-2%,0.0,0%
CCCCN1CC(COCc2ccccc2)Oc2cccc(F)c2S1(=O)=O (stereo not given),-8%,/,/,/,6%,-4%,/,/,1%
CC1Oc2ccccc2N(CC(=O)NC2CC2)C1=O (stereo not given),-7%,5%,51%[activator][12.4 µM],-1%,3%,-10%,-3%,0.3,21%
O=C(Oc1cc2oc(=O)cc(-c3ccccc3)c2cc1Cl)C1CCCCC1,-1%,315%[activator],-4%,-1%,23%,-13%,-3%,1.2,-7%
O=C(O)c1cccc(N/N=C/c2cccc3ccccc23)c1,18%,-2%,7%,-13%,?,-2%,-1%,-2.1,26%
Cc1ccc(NC(=O)CSc2nnc(C)c(=O)n2N)cc1Cl,4%,-16%,1%,14%,13%,-7%,1%,-0.7,-17%
CCOc1ccc(CCNC(=O)c2nnc(Cc3ccc(Cl)cc3Cl)o2)cc1OCC,4%,-1%,/,-4%,0%,13%,-1%,-0.4,24%
O=C(O)Cc1ccc(C(=O)c2cccs2)s1,-13%,?,-1%,7%,0%[57.4 µM],-23%,0%,-0.2,-5%
Cc1cc(Cl)ccc1OCCCC(=O)Nc1ccc(S(=O)(=O)Nc2ncccn2)cc1,-14%,-10%,7%,-18%,-14%,-6%,-8%,-0.2,118%[activator]
Cc1ccc(NC(=O)Cn2c(=O)n(-c3ccccc3)c(=O)c3ccc(C(=O)NCc4ccc5c(c4)OCO5)cc32)c(C)c1,2%,?,/,3%,-5%,-3%,1%,3.2,-13%
CCOc1ccc(C(=O)Nc2ccc3nc(SCC(=O)N(C)c4ccccc4)sc3c2)cc1,2%,45%[activator],/,4%,-26%,-16%,-6%,0.9,?
O=C(OCC(=O)C12CC3CC(CC(C3)C1)C2)c1cccnc1Cl,16%,?,5%,7%,-8%,0%,-4%,-0.2,4%
CSc1ccc(CN(C)C(=O)C(c2ccccc2)c2ccccc2)cc1,-1%,2%,-13%,-11%,0%,-16%,-7%,2.6,22%
SMILES,ERG-DNA inh,Apoferritin bind,APEX1 inh,POLB inh,ALOX12 inh,Pol kappa inh,BLM inh,TRHR ag,Pol iota inh
CCOc1c2ccc(C(=O)NCCc3cccs3)cc2nn1CC,-16%,3%,8%,22%,-11%,3%,-3%,-0.5,1%
CN(Cc1cccc(Cl)c1Cl)c1ccc(S(=O)(=O)N2CCCCC2)cc1[N+](=O)[O-],3%,-6%,0%,29%,-21%,2%,-2%,-0.3,-6%
COc1cc2[nH]c(=O)n3nc(-c4ccccc4)nc3c2cc1OC,-2%,-2%,4%,-25%,/,5%,-11%,-0.5,14%
N#Cc1ccc(CN2CCC3(CC2)CCN(S(=O)(=O)c2ccccc2)CC3)cc1,/,/,5%,/,3%[57.4 µM],-11%[60.1 µM],-7%,/,/
CCOC(=O)Cn1c(CN2CCN(c3cccc(Cl)c3)CC2)nc2c1c(=O)[nH]c(=O)n2C,1%,-14%,6%,2%,-41%,-9%,-16%,1.3,-19%
Cc1c(C2=CCN(S(=O)(=O)c3ccc(Cl)cc3)CC2)c2ccccc2n1CC(=O)N1CCCC1,1%,-9%,/,10%,3%,-4%,0%,1.5,22%
CSc1cc(-c2ccccc2)[nH]c(=O)c1C#N,-12%,-6%,-7%,23%,-23%,-3%,-1%,-0.5,-3%
CCOc1ccccc1C(=O)Nc1c[nH]c(=O)[nH]c1=O,-4%,-2%,-9%,43%[activator],0%,-22%,-5%,0.7,7%
COc1ccc(NC(=S)Nc2ccc3snnc3c2)cc1,5%,-12%,?,6%,-25%,-18%,-12%,0.3,?
O=C(COc1ncnc2ccccc12)NCCCN1CCCC1=O,-7%,-2%,-2%,-1%,0%,-14%,-1%,0.5,14%
COc1ccccc1CNC(=O)CN(C)c1nn2c(=O)cc(C)nc2s1,5%,-2%,/,35%[activator],-10%,-3%,-1%,0.6,-3%
O=C(CCCc1c[nH]c2ccccc12)NCCc1c[nH]c2ccccc12,2%,-1%,47%[activator],-2%,-3%,-6%,-8%,-0.2,29%
COc1ccc(N2C(=O)CC(N(CCc3ccc(S(N)(=O)=O)cc3)C(=S)Nc3ccccc3)C2=O)cc1 (stereo not given),-3%,-3%,-7%,?,0%,-10%,-10%,0.8,?
CCOC(=O)c1c(C)oc2ccc(O)c(CN3CCCCC3)c12,/,2%,13%,10%,-12%,-5%,5%,0.2,-10%
CC(C)(C)NC(=S)NNC(=O)[C@H]1C[C@@H]1c1ccccc1,5%,-11%,-1%,8%,121%[activator],4%,-4%,0.7,-1%
CCc1noc(C)c1C(=O)Nc1nc(-c2ccc(OC)cc2)cs1,-3%,/,-11%,/,-17%,-2%,/,-0.3,43%[activator]
CC1(C)CC2(CCO1)N1CC3(C)CN2CC(C)(C1)C3=O (stereo not given),3%,/,/,/,-2%,-11%,/,/,30%
O=C(Nc1ccc2c(c1)OCCO2)c1ccc(CN2CCOCC2)cc1,3%,-9%,0%,?,27%&-5%,-19%,1%,0.1,-14%
CN1C[C@@H]2[C@@H]3C(=O)N(Cc4ccccc4)C(=O)[C@@H]3[C@](C)(C1=O)N2C(=O)c1ccc(F)cc1,11%,/,/,/,-39%,-14%,/,/,26%
COc1ccccc1C(=O)N/N=C/c1cnc2ccccc2n1,2%,8%,17%,17%,-16%,-16%,3%,-1.9,-4%
C/C(=N\Nc1cccc([N+](=O)[O-])c1)c1ccccc1O,7%,-13%,?,18%,?,-6%,-4%,-0.3,75%[activator]
CCN(CC)S(=O)(=O)c1cccc(C(=O)N/N=C/c2ccc(O)c(O)c2O)c1,2%,-14%,-15%,-2%,?,?,-22%,-0.4,?
O=C1OCCC1(c1ccccc1)c1ccccc1,-6%,/,-7%,/,?,6%,/,-0.1,31%[activator]
CCc1ccc(/C=C(\C#N)C(=O)NC2CCS(=O)(=O)C2)cc1 (stereo not given),1%,/,21%,/,-9%,-17%,/,/,21%
Cc1ccc(N2CC(NC(=O)c3ccc(S(=O)(=O)N4CCCC4)cc3)CC2=O)cc1C (stereo not given),4%,?,/,-22%,-11%,-2%[60.1 µM],1%,-0.1,32%[activator]

# Structural class: those above containing bromine (2)
SMILES,ERG-DNA inh,Apoferritin bind,APEX1 inh,POLB inh,ALOX12 inh,Pol kappa inh,BLM inh,TRHR ag,Pol iota inh
COc1ccc(C(=O)COC(=O)Cn2nnc3ccccc32)cc1Br,8%,2%,2%,-19%,-17%,-3%,3%,1.1,-7%
CCOC(=O)N1CCN(c2c(F)cc3[nH]c(=S)[nH]c3c2Br)CC1,-2%,-5%,-5%,6%,?,-12%,-5%,-1.0,4%

# Next section
SMILES,ERG-DNA inh,Apoferritin bind,APEX1 inh,POLB inh,ALOX12 inh,Pol kappa inh,BLM inh,TRHR ag,Pol iota inh
O=C1CCC/C1=C\c1ccccc1,-6%,-6%,23%,1%,-22%,-3%,-16%,0.1,-20%
Cc1c(Br)cc(-c2nnco2)cc1Br,-7%,?,-1%,-1%,27%,3%,2%,-0.2,25%
COc1ccc(S(=O)(=O)N2CCC(C(=O)N3CCOCC3)CC2)cc1OC,/,-8%,-3%,32%,10%,-6%,0%,0.5,-9%
CCCC(=O)OCC(=O)Nc1ccccc1Sc1ccccc1,-9%,-2%,24%,46%,-18%,-17%,2%,-0.2,-9%
CC(=O)OC(COc1cccc(C)c1)Cn1cnc2ccccc21 (stereo not given),?,-8%,2%,?,-16%,-7%,-8%,-1.1,-24%
Cc1cccc(C)c1N1C(=O)C2ON(c3ccccc3)C(c3ccncc3)C2C1=O (stereo not given),0%,-8%,-6%,2%,-22%,5%,-4%,3.2,2%

# Bioassay records as filed in PubChem.
